MEP2 TOR yeast: alters MEP2-GFP fluorescence in TOR pathway yeast screen | AID 2016 | S. cerevisiae MEP2-GFP strain, flow cytometry GFP, 3 h; 100% = DMSO control level | GFP response vs DMSO, % at 10 µM | hit rate 0.51% among 330,000;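 active = GFP response versus DMSO above a set limit, roughly screen mean plus 3 SD, cut at about 180% in these data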;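 note: median GFP fluorescence of the barcode-gated MEP2-GFP cells per well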
RPL19A TOR yeast: yeast TOR pathway RPL19A-GFP modulation | S. cerevisiae RPL19A-GFP strain, flow cytometry, 3 h; active compounds read low | percent response vs DMSO, % at 10 µM | hit rate 0.3% among 330,000 | AID 2025;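 active = percent response vs DMSO below 50%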;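 note: median channel GFP fluorescence of the barcoded RPL19A-GFP strain; ratio of sample median GFP to plate DMSO average so 100% = DMSO; lower means less RPL19A-GFP as with rapamycin TOR inhibition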
JMJD2C inh: blocks human GASC-1 demethylase activity. Q9H3R0. GST-JMJD2C(1-420) H3K9me3 demethylation, DELFIA europium. inhibition, % at 2.35 µM. hit rate 0.069% among 330,000. AID 2099;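 active = more than half of a compound's replicate wells show inhibition beyond 50%, single wells judged on their own value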;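 note: signal counts dimethyl H3K9 product captured on neutravidin plate; 0% = median of DMSO wells and 100% = 0.3 times that DMSO median; strong numbers were not always called active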
Target sequence (Q9H3R0 1-420 limits assumed): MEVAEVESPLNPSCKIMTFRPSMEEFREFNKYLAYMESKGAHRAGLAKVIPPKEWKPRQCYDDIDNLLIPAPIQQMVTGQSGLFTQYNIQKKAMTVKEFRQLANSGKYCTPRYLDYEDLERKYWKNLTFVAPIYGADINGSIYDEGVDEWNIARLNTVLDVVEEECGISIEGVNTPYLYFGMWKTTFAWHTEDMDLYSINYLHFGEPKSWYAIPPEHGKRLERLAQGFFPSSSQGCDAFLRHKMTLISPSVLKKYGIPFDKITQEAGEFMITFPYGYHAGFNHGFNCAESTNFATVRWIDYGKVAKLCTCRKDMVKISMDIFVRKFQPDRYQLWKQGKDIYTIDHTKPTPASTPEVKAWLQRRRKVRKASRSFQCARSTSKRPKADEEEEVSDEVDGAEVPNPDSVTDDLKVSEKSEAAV
procasp7 counter: activates human procaspase-7, counter-screen for procaspase-3 activators | P55210 | recombinant procaspase-7, Ac-DEVD-pNA absorbance 405 nm; D23A/D198A/D206A triple mutant, cannot self-cleave; scale: DMSO 0, 5 µM enzyme 100 | activation, % at 8.5 µM | hit rate 0.093% among 330,000;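 active = percent activation above the screen-wide mean plus 3 SD, cut at about 25% in these data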
Target sequence (P55210 whole entry D23A/D198A/D206A): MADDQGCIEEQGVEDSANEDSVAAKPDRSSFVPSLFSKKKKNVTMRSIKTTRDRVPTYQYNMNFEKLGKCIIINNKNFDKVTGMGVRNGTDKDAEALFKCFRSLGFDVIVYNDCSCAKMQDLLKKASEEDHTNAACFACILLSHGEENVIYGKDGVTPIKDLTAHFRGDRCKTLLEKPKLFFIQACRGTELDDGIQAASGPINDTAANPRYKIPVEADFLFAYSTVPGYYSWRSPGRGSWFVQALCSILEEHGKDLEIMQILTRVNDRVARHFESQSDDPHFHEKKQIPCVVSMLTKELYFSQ
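System: Procaspase-7 triple mutant (PC-7 D3A); measure: % activation from two-timepoint absorbance difference, scaled to controls; times: 1 h compound preincubation, 2 h substrate cleavage, 25 °C; also added: Ac-DEVD-pNA substrate, 400 µM as added; measured by: Epi-absorbance of released pNA at 405 nm, two timepoints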
AHR act: activators of human aryl hydrocarbon receptor; activation, % at 5 µM; P35869; AHR-responsive luciferase reporter cells, luminescence; hit rate 2.5% among 320,000; AID 2796; in the data active = activation above about 47%;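 note: 0% = vehicle wells and 100% = reference agonist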
LAP4 TOR yeast: yeast TOR pathway LAP4-GFP modulation; GFP response vs DMSO, % at 10 µM; S. cerevisiae LAP4-GFP multiplex, flow cytometry GFP, 3 h; median GFP as percent of DMSO wells; hit rate 0.34% among 320,000;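 active = GFP response vs DMSO above a set limit, about the screen mean plus 3 SD, cut at about 150% in these data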
procasp3 activ: activates human procaspase-3. P42574. recombinant procaspase-3 D3A, Ac-DEVD-pNA absorbance 405 nm. activation, % at 8.5 µM. hit rate 0.11% among 330,000;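 active = activation above the mean of all tested compounds plus 3 SD, cut at about 21% in these data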;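 note: 0% = DMSO alone and 100% = DMSO wells spiked with extra 5 µM PC-3 D3A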
Target sequence (P42574 whole entry D9A/D28A/D175A): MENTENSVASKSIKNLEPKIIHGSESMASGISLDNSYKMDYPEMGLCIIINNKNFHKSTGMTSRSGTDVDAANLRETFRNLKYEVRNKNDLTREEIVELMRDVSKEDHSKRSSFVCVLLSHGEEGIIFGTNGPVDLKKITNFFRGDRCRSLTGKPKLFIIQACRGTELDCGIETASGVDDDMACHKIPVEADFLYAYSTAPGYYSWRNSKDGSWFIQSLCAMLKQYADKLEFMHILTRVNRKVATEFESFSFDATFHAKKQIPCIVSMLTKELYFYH
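Test system: Procaspase-3 D3A mutant; medium: Zinc-free HEPES/NaCl buffer with 0.01% Triton X-100 at pH 7.4; reagent: DEVD-pNA substrate; doses: one concentration, 8.5 µM nominal, 0.8% DMSO; times: 1 h preincubation plus 2 h reaction at 25 °C; signal: Epi-absorbance at 405 nm of released p-nitroaniline, 0 and 120 min; replicates: singlicate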
Yeast superoxide: caloric restriction mimetics inhibiting age-related superoxide in yeast; S. cerevisiae aged cells, superoxide DHE fluorescence; active compounds read low; superoxide response (% of plate mean), % at 10 µM; hit rate 0.18% among 330,000; AID 2690;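 active = superoxide response under a set limit, about three screen SD below normal, cut at about 65% in these data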;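 note: yeast aged for seven days with compound at 30 °C before DHE staining; 100% = average MFI of all compound-treated wells on the plate with controls excluded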
* = called active by the depositor; . = no result given.

SMILES | MEP2 TOR yeast | RPL19A TOR yeast | JMJD2C inh | procasp7 counter | AHR act | LAP4 TOR yeast | procasp3 activ | Yeast superoxide
COc1ccc(S(=O)(=O)N2CCCC2C(=O)NCc2ccccc2Cl)cc1 (stereo not drawn) | 98 | 96 | 8 | 7 | 0 | 91 | 11 | 101
O=C1NC(c2ccc(O)cc2)Nc2ccccc21 (stereo not drawn) | 103 | 92 | 8 | 1 | 2 | 91 | -4 | 94
CCn1c(N)c(C(=O)NCC2CCCO2)sc1=S (stereo not drawn) | 93 | 97 | 12 | -18 | 2 | 101 | -14 | 108
Cn1c(=O)c2c(SCC(N)=O)nc(CC(C)(C)C)nc2n(C)c1=O | 103 | 102 | 12 | -5 | -2 | 100 | 2 | 106
COc1ccccc1OCCn1c(SCC(=O)O)nc2ccccc21 | 99 | 104 | 1 | 0 | 2 | 96 | -6 | 98
O=[N+]([O-])c1cc(S(=O)(=O)O)cc([N+](=O)[O-])c1NN(c1ccccc1)c1ccccc1 | 109 | 102 | 0 | 9 | 1 | 105 | -3 | 117
CC(OC(=O)c1ccc2c(c1)NC(=O)CS2)C(=O)c1ccc(F)cc1 (stereo not drawn) | 111 | 109 | 9 | 4 | 4 | 121 | -2 | 89
O=C(COC(=O)C1=COCCO1)Nc1cccc(S(=O)(=O)N2CCOCC2)c1 | 95 | 98 | -8 | 2 | -1 | 95 | -4 | 88
CC(C)N1C(=O)NC2(c3ccccc3)N(C)C(=O)N(C)C12c1ccccc1 (stereo not drawn) | 107 | 108 | -9 | 3 | 1 | 101 | 6 | 99
COc1ccc(CC(=O)N2CCc3cc(OC)c(OC)cc3C2O)cc1OC (stereo not drawn) | 98 | 97 | -1 | -1 | -1 | 92 | -8 | 101

Random excerpt: 5 compounds from above, in no set order.
SMILES | MEP2 TOR yeast | RPL19A TOR yeast | JMJD2C inh | procasp7 counter | AHR act | LAP4 TOR yeast | procasp3 activ | Yeast superoxide
Cn1c(=O)c2c(SCC(N)=O)nc(CC(C)(C)C)nc2n(C)c1=O | 103 | 102 | 12 | -5 | -2 | 100 | 2 | 106
O=C1NC(c2ccc(O)cc2)Nc2ccccc21 (stereo not drawn) | 103 | 92 | 8 | 1 | 2 | 91 | -4 | 94
O=[N+]([O-])c1cc(S(=O)(=O)O)cc([N+](=O)[O-])c1NN(c1ccccc1)c1ccccc1 | 109 | 102 | 0 | 9 | 1 | 105 | -3 | 117
O=C(COC(=O)C1=COCCO1)Nc1cccc(S(=O)(=O)N2CCOCC2)c1 | 95 | 98 | -8 | 2 | -1 | 95 | -4 | 88
CC(OC(=O)c1ccc2c(c1)NC(=O)CS2)C(=O)c1ccc(F)cc1 (stereo not drawn) | 111 | 109 | 9 | 4 | 4 | 121 | -2 | 89

Additional records:
SMILES | MEP2 TOR yeast | RPL19A TOR yeast | JMJD2C inh | procasp7 counter | AHR act | LAP4 TOR yeast | procasp3 activ | Yeast superoxide
COc1ccc(C2Nc3ccccc3C(=O)N2c2ccc(Cl)cc2)cc1Cn1cc([N+](=O)[O-])cn1 (stereo not drawn) | 103 | 105 | 0 | 10 | 58* | 86 | 0 | 100
Cc1nnc(SCC(=O)c2c[nH]c3ccccc23)n1C1CC1 | 110 | 105 | 4 | 6 | 33 | 113 | -2 | 88
COc1ccc(CCNC2=C(Cl)C(=O)N(CCc3ccc(OC)c(OC)c3)C2=O)cc1OC | 96 | 93 | 1 | 1 | 3 | 89 | -16 | 103
ClC1(CNc2ccccc2)CCN(Cc2ccccc2)CC1 | 99 | 94 | 7 | -1 | 0 | 100 | -10 | 84
COc1ccc(C(=O)Oc2cc(N)n(S(=O)(=O)c3ccccc3)n2)cc1 | 108 | 105 | -7 | -14 | 1 | 103 | -8 | 85
CCOC(=O)C1CCN(C(=O)c2cc3c(ccc4ccccc43)o2)CC1 | 102 | 104 | 18 | 2 | 11 | 85 | 2 | 117
O=C(Nc1ccc(Br)cc1Cl)Nn1cnnc1 | 94 | 97 | -20 | 2 | 2 | 98 | 3 | 100
O=c1cc(N2CCCCC2)c(-c2ccccc2)nn1Cc1ccc(Cl)cc1Cl | 89 | 92 | -7 | 6 | -2 | 96 | 0 | 97
Cc1cccc(NS(=O)(=O)c2cc(C(=O)NCCC3=CCCCC3)ccc2Cl)c1 | 100 | 89 | -1 | 6 | -3 | 96 | 1 | 112
CCOc1ccc(C(=O)NC(=S)Nc2ccc(NC(=O)c3ccco3)cc2)cc1[N+](=O)[O-] | 101 | 104 | 13 | -10 | 7 | 93 | -8 | 74
COc1ccc(-n2c(SCC(=O)Nc3ccccc3)nnc2-c2ccc(NS(=O)(=O)c3ccc(C)cc3)cc2)cc1 | 114 | 100 | -3 | 3 | -3 | 102 | 6 | 110
CC1CCCC(C)N1CC(O)COCC1COc2ccccc2O1 (stereo not drawn) | 115 | 112 | -2 | -3 | 5 | 120 | -1 | 98
O=C(NCc1ccccn1)C1CCN(S(=O)(=O)c2cc(Cl)ccc2Cl)CC1 | 98 | 88 | 16 | -7 | 0 | 91 | 7 | 93
O=C(COC(=O)c1ccco1)NC1CCCc2ccccc21 (stereo not drawn) | 108 | 99 | -5 | 8 | 0 | 105 | 0 | 99
CCOC(=O)C1=C(C)NC(=O)NC1c1c(OCC(=O)N2CCCCC2)ccc2ccccc12 (stereo not drawn) | 105 | 104 | 13 | 6 | 11 | 104 | 3 | 100
O=C(NCc1ccc(F)cc1)C1CCCN1C(=O)NCc1ccccc1 (stereo not drawn) | 94 | 99 | 6 | -10 | -1 | 91 | 1 | 117
CS(=O)(=O)N1CCC(Oc2ccccc2C(=O)NC2CCOC2)CC1 (stereo not drawn) | 65 | 97 | -5 | 0 | -1 | 96 | 3 | 111
COc1ccc(S(=O)(=O)N2CCC(C(=O)NC3CC3)CC2)cc1Cl | 104 | 104 | -2 | 8 | 42 | 99 | -3 | 97
O=C(CNC(=O)c1n[nH]c2ccccc12)Nc1ccc(F)c(F)c1F | 105 | 111 | -7 | 15 | 23 | 103 | 4 | 92
O=C(c1cc(-c2ccccc2)nc2ccccc12)N1CCCC1 | 110 | 108 | -6 | 5 | 3 | 107 | -1 | 95
CCOC(=O)CN1C(=O)S/C(=C/c2ccco2)C1=O | 98 | 96 | 5 | -14 | -3 | 101 | -1 | 106
O=C(Nc1ccc2c(c1)OCCO2)c1cc(-c2ccccn2)nc2ccc(Br)cc12 | 98 | 99 | -1 | 0 | 8 | 98 | 4 | 98
O=C(CCCN1C(=O)c2cccc3cccc(c23)C1=O)NC1CCS(=O)(=O)C1 (stereo not drawn) | 103 | 103 | 8 | 2 | -1 | 107 | -4 | 91
CCc1nnc(NC(=O)CN2C(=O)NC3(CC(C)CC(C)(C)C3)C2=O)s1 (stereo not drawn) | 101 | 95 | -15 | 5 | 2 | 99 | -2 | 100
C=CCNC(=O)/C=C/c1c(F)cccc1Cl | 97 | 97 | -16 | 3 | 2 | 90 | -2 | 89
CCNc1nc(NC(C)C)nc(NC(C)(C)C)n1 | 107 | 105 | 1 | 8 | 6 | 120 | -11 | 100
COc1ccc(S(=O)(=O)N2CCOCC2)cc1NC(=O)CN1CCCC1 | 106 | 98 | 3 | 11 | 1 | 104 | 3 | 97
C=CCN=C1N[C@@H](c2ccccc2)C(C(=O)OC)=C(C)N1CC | 94 | 95 | 1 | -1 | 0 | 105 | -2 | 103
CC(=O)Nc1ccc(NC(=O)CSc2ccc(C(F)(F)F)cc2[N+](=O)[O-])cc1 | 106 | 106 | 0 | -9 | 1 | 93 | -3 | 107
O=C(C1CC1)N1CCN(c2ccc([N+](=O)[O-])cc2-n2cccc2)CC1 | 94 | 97 | 0 | 6 | -1 | 100 | -3 | 108
CCOC(CCn1ccc(O)c(Cc2ccc(Cl)cc2)c1=O)OCC | 105 | 104 | -16 | 5 | 0 | 94 | -2 | 121
Cc1cc(=O)[nH]c(SCC(=O)Nc2ccc(S(N)(=O)=O)cc2)n1 | 104 | 97 | -3 | -7 | 2 | 107 | -4 | 103
COc1cnc(-c2ccccn2)nc1Oc1ccc(C(C)(C)C)cc1 | 105 | 101 | -8 | 5 | 3 | 107 | 2 | 96
CCOC(=O)C(C)Sc1nc2c(c(=O)[nH]c(=O)n2C)n1C/C=C(/C)Cl (stereo not drawn) | 109 | 103 | -13 | -17 | 1 | 99 | -18 | 98
O=C(C1CCCO1)N1CCN(C(=S)Nc2cc(F)cc(F)c2)CC1 (stereo not drawn) | 114 | 110 | -11 | -10 | 1 | 85 | 2 | 100
CS(=O)(=O)N1CCCC(C(=O)Nc2ccccc2C(F)(F)F)C1 (stereo not drawn) | 109 | 103 | -5 | 4 | -2 | 93 | 1 | 94
CN1C(=O)C(C)(C)c2cc(S(=O)(=O)N3CCC(C(=O)Nc4ccc(Cl)cc4)CC3)ccc21 | 108 | 103 | 2 | 0 | 4 | 112 | -2 | 107
O=C(CN(C(=O)CCC(=O)Nc1nccs1)c1ccc(F)cc1)NCCc1ccccc1 | 127 | 101 | 3 | -6 | 2 | 112 | 7 | 92
COc1ccc(NC(=O)c2ccccc2C(=O)N2CCCCC2)cc1 | 101 | 102 | 2 | 8 | 15 | 95 | 0 | 106
C=CCNC(=O)C1CC(c2cccc(OC)c2)=NO1 (stereo not drawn) | 106 | 100 | -18 | 3 | -1 | 97 | 1 | 105
O=C(NC1CCCCC1)C1CC(O)CN1C(=O)OCc1ccccc1 (stereo not drawn) | 94 | 103 | -1 | 3 | -1 | 96 | -8 | 79
CSc1ccccc1NC(=O)COC(=O)Cn1cc(C(F)(F)F)ccc1=O | 96 | 98 | 4 | 3 | -1 | 90 | 7 | 107
Cc1cccc(N2CCN(CCNC(=O)c3cc4c(s3)CS(=O)(=O)C4)CC2)c1C | 104 | 99 | -3 | 2 | 0 | 95 | -3 | 96
Cc1cc(Cl)ccc1Oc1nccc(N(C)C)c1C#N | 100 | 99 | -8 | 4 | -5 | 109 | -5 | 98
CCOc1ccc(C(=O)CCC(=O)N(CC)CC(=O)NCc2ccc(Cl)cc2)cc1 | 93 | 94 | -11 | 13 | 2 | 95 | 4 | 110
CC(C)c1ccccc1NC(=O)CCCC(=O)O | 103 | 101 | -4 | 3 | -1 | 99 | 2 | 103
CCOC(=O)N1CCN(C(=O)c2ccc(N(Cc3ccc(C)cc3)S(C)(=O)=O)cc2)CC1 | 103 | 99 | 18 | 15 | -1 | 112 | 3 | 111
O=C(NCC1CCCN1S(=O)(=O)c1cccs1)c1c(F)cccc1F (stereo not drawn) | 99 | 99 | 4 | -1 | 3 | 104 | -2 | 112
O=C(NCC1CCCO1)C1CC(=O)N(C2CCCCCC2)C1 (stereo not drawn) | 109 | 103 | -2 | -7 | 2 | 102 | -2 | 117
COc1cccc(C2c3[nH]c4ccccc4c3C[C@H]3C(=O)N(CCCO)CC(=O)N23)c1OC (stereo partly drawn) | 100 | 87 | 3 | 10 | 4 | . | 3 | 97
CCOC(=O)c1oc2ccccc2c1NC(=O)c1cccc(OC)c1OC | 93 | 92 | 6 | -6 | 6 | 92 | 9 | 77
C=CCOc1ccc(/C=C/C(=O)OCC(=O)NC2CCCCCCC2)cc1 | 103 | 99 | -2 | 5 | -1 | 96 | -3 | 98
COc1ccc(CNS(=O)(=O)c2cc3c(cc2C)N(C)CCO3)cc1 | 97 | 94 | 30 | 4 | 0 | 96 | 4 | 100

Assay outcomes from PubChem BioAssay.
